TPT1 inh: C. albicans TPT1 enzyme inhibition | recombinant caTPT1, FP RNA substrate dephosphorylation | inhibition, % at 5 µM | 0.81% of 300,000 active;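 active = inhibition above the mean of all tested compounds plus 3 SD, set per screening campaign, cut at about 24% in these data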;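 also: plate controls were DMSO alone for no effect and ferristatin control at 100 nM for full effect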
core dimer inh: blocks dimerization of HCV core protein. TR-FRET GST/Flag-core106 dimerization, 1536-well. inhibition, % at 5 µM. 0.33% of 300,000 active. AID 1899;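 active = inhibition above the mean of all tested compounds plus 3 SD, set per screening campaign, cut at about 45% in these data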
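System: GST/Flag-tagged HCV core106 proteins. Incubation: compound-protein-antibody incubation 4 h at 22.5 °C. Technique: HTRF with 340 nm excitation, 617/671 nm emission. Medium: KF-containing HEPES buffer, pH 7.45, DTT, CHAPS, BSA. Read-out: inhibition (%) from 671 over 617 nm ratio. Also added: Eu(K)-anti-GST 90 ng/mL plus XL665-anti-Flag 1 µg/mL.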
proCasp3 act: activates human procaspase-3 | recombinant procaspase-3 D3A, Ac-DEVD-pNA absorbance 405 nm | activation, % at 8.5 µM | 0.11% of 330,000 active | AID 463141;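 active = activation above the mean of all tested compounds plus 3 SD, cut at about 21% in these data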;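 also: 0% = DMSO alone and 100% = DMSO wells spiked with extra 5 µM PC-3 D3A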
Target sequence (P42574 whole entry D9A/D28A/D175A): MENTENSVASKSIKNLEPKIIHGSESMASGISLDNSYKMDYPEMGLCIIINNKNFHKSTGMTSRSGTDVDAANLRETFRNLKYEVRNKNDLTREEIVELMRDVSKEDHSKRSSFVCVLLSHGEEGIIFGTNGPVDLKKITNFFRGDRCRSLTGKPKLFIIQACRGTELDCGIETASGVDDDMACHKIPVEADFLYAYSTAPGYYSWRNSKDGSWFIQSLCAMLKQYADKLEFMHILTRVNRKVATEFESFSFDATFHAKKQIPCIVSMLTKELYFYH
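Assay system: Procaspase-3 D3A mutant, all three cleavage aspartates alanine. Buffer or medium: Zinc-free HEPES saline buffer with Triton X-100. Times: 1 h compound preincubation, 2 h substrate hydrolysis at 25 °C. Measured by: 405 nm absorbance of p-nitroaniline, reads at 0 and 120 min. Read-out basis: percent activation relative to control range. Replicates: singlicate.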
PP1 counter: blocks human PP1-alpha phosphatase, a PP5 counter-screen; inhibition, % at 6.7 µM; 0.9% of 320,000 active; purified PP1alpha, OMFP fluorescence;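 active = inhibition above the mean inhibition of all tested compounds plus 3 SD, computed separately for each screening campaign, cut at about 15% in these data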
Target sequence (P62136 whole entry, looked up): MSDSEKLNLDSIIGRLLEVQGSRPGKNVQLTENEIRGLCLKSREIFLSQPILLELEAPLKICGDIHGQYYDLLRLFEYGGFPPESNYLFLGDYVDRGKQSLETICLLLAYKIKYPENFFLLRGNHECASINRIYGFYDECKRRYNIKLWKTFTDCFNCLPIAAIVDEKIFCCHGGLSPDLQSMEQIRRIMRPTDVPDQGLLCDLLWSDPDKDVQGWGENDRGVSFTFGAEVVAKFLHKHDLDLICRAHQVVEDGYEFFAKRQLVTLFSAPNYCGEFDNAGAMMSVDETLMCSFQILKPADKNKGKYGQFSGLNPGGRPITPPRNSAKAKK
procasp7 counter: activates human procaspase-7, counter-screen for procaspase-3 activators; P55210; AID 463210; recombinant procaspase-7, Ac-DEVD-pNA absorbance 405 nm; D23A/D198A/D206A triple mutant, cannot self-cleave; scale: DMSO 0, 5 µM enzyme 100; 0.093% of 330,000 active; activation, % at 8.5 µM;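 active = percent activation above the screen-wide mean plus 3 SD, cut at about 25% in these data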
Target sequence (P55210 whole entry D23A/D198A/D206A): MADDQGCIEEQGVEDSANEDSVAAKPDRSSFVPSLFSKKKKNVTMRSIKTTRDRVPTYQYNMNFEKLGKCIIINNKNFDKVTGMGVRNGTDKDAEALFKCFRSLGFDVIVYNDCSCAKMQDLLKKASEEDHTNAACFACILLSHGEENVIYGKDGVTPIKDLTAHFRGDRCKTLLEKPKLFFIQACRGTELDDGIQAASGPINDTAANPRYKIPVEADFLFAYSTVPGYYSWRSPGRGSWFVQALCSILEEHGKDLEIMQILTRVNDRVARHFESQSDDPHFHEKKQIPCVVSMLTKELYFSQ
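Assay system: Uncleavable procaspase-7 mutant enzyme; Input: 2 µM procaspase-7 mutant as dispensed; Also added: DEVD-pNA substrate; Medium: Zinc-free HEPES pH 7.4 with 300 mM NaCl, 0.01% Triton X-100; Timing: 1 h compound preincubation, 2 h substrate cleavage, 25 °C; Measured by: Epi-absorbance of released pNA at 405 nm, two timepoints.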
Efflux pump inh: blocks antifungal efflux pumps in multiplex yeast assay; S. cerevisiae Candida pump triplex, Nile Red efflux; inhibition, % at 10 µM; 0.44% of 330,000 active; AID 485275;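 active = plate passing quality check with inhibition over a set limit, or well fluorescence over plate mean plus 4 SD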;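 also: Nile Red retained in pooled yeast measured as flow cytometry median fluorescence; 0% = buffer negative control and 100% = Enniatin B positive control; higher means more Nile Red kept so more efflux inhibition; some compounds called inactive have numbers as strong as hits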
PP5 inh: inhibitors of human protein phosphatase 5 (PP5); inhibition, % at 6.7 µM; P53041; purified PP5c, OMFP substrate fluorescence; 0.18% of 320,000 active;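 active = inhibition above the campaign's mean inhibition across all tested compounds plus 3 SD, cut at about 9.5% in these data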;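 also: 0% = DMSO only and 100% = 100 µM cantharidin control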
CTSL1 counter: cathepsin L1 inhibition, PFM18AAP counter-screen | recombinant F. hepatica cathepsin L1, Z-Leu-Arg-MCA fluorescence | inhibition, % at 5.96 µM | 0.49% of 300,000 active;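 active = inhibition above the mean of all tested compounds plus 3 SD, set per screening campaign, cut at about 17% in these data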;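 also: 0% = plate median of test compound wells and 100% = 1 µM Z-Phe-Ala-diazomethylketone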
GASC-1 inh: human JMJD2C demethylase inhibition | GST-JMJD2C(1-420) H3K9me3 demethylation, DELFIA europium | inhibition, % at 2.35 µM | 0.069% of 330,000 active | AID 2099;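 active = more than half of a compound's replicate wells show inhibition beyond 50%, single wells judged on their own value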;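 also: signal counts dimethyl H3K9 product captured on neutravidin plate; 0% = median of DMSO wells and 100% = 0.3 times that DMSO median; strong numbers were not always called active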
* hit, by the source's call; x = no result given; & = joins results of further samples.

Sequence of screens: CTSL1 counter	PP5 inh	proCasp3 act	PP1 counter	TPT1 inh	GASC-1 inh	Efflux pump inh	procasp7 counter	core dimer inh
#1 CS(=O)(=O)c1cccc(C(=O)NCc2ccc(F)cc2)c1
    -6	3.6	4	-6	2	4	0.1	-13	-1
#2 O=C(CCSc1nc(-c2ccco2)cc(C(F)(F)F)n1)NCCc1ccccc1
    7	7.7	1	2	-1	-25&1	-0.1	0	1
#3 Cc1ccc(NC(=O)C2CCN(S(=O)(=O)c3ccc4c(c3)NC(=O)C(C)S4)CC2)c(C)c1 (stereo unspecified)
    -3	2.3	2	2	1	9	-0.5	-2	18
#4 O=C(c1ccco1)N(Cc1cccc(Cl)c1)C1CCS(=O)(=O)C1 (stereo unspecified)
    3	0.4	3	0	-7	-4	0.0	-10	-10
#5 CC(C)C1C(C#N)=C(N)Oc2n[nH]c(-c3ccccc3)c21 (stereo unspecified)
    2	5.3	1	2	-3	-11	-0.1	3	5
#6 Cc1ccccc1NC(=O)Nc1nnc(CC(=O)NCc2ccccc2)s1
    1	1.4	-2	0	-2	-12	0.0	-5	-2
#7 O=C(NC(=O)N1CCN(C(c2ccccc2)c2ccccc2)CC1)c1ccccc1
    16	3.7	-3	7	2	-11	0.0	-2	8
#8 COCCCNC(=O)Cn1c(=O)n(Cc2ccccc2Cl)c(=O)c2cc(OC)c(OC)cc21
    2	1.0	2	-9	1	-1	-0.2	4	-1
#9 COc1ccc(C(=O)CN2C(=O)c3ccccc3S2(=O)=O)cc1Br
    2	2.3	9	9	2	-11	0.2	-18	-78
#10 CCC(C)N(C(=O)c1csnn1)C(C(=O)NCc1ccc(F)cc1)c1ccco1 (stereo unspecified)
    1	0.5	3	2	0	4	0.0	-2	-1
#11 O=C(NCCN1CCOCC1)c1cccc(Cl)c1
    1	-1.4	-1	-5	1	-3	-0.1	11	-6
#12 Cc1ccc(-c2csc3nc4cc(C(=O)NC5CCC(O)CC5)ccc4c(=O)n23)cc1 (stereo unspecified)
    1	3.8	-3	-2	0	67*	0.3	-9	4
#13 N#CCCN(Cc1cccnc1)C(=S)NC(=O)c1ccccc1
    x	x	0	x	x	-1	-0.1	-8	x
#14 COc1cccc(CN2CC(C(=O)NC3CCCCCC3)CCC2=O)c1 (stereo unspecified)
    -1	-1.4	2	-4	1	36	-0.1	1	-3
#15 O=[N+]([O-])c1cccnc1NCc1cccs1
    4	-0.6	-10	-1	-3	1	0.1	-4	3
#16 O=C(NCCN1CCOCC1)c1ccc(Cl)c(S(=O)(=O)N2CCCCC2)c1
    -3	0.0	4	-5	-6	1	-0.1	12	11
#17 COCCNC(=O)C1CCC(Cn2c(=S)[nH]c3ccccc3c2=O)CC1 (stereo unspecified)
    1	2.4	2	-3	-3	1	-0.2	-5	-10
#18 COc1ccc(CN(C)C(=O)c2[nH]c(C)c(C(C)=O)c2C)cc1F
    -2	0.1	-1	2	1	-2	-0.1	0	-7
#19 O=C(/C=C/c1cccc([N+](=O)[O-])c1)N1CCN(Cc2ccccc2)CC1
    -2	5.9	0	1	0	-15	0.1	-4	0
#20 COC(=O)c1cc(C(=O)Nc2cc(C)ccn2)cc([N+](=O)[O-])c1
    3	0.3	3	6	-2	-11	-0.1	6	3
#21 COc1cccc(/C=C/C(=O)c2ccc(NS(=O)(=O)c3ccc(C)cc3)cc2)c1
    2	2.1	13	1	2	-4	0.3	13	12
#22 Cc1cc([N+](=O)[O-])cnc1N1CCOCC1
    6	-0.8	0	2	-1	5	-0.1	-10	-2
#23 CN(C)/C=C/C(=O)/C=C/c1ccc(Cl)cc1Cl
    5	-1.5	6	3	4	-18	0.0	5	6
#24 NC(=O)c1cc2ccncc2c2ccccc12
    -1	1.1	6	3	1	25	0.4	6	-5
#25 CCOc1cc(/C=C2\SC(=Nc3ccc(F)cc3)N(c3ccc(F)cc3)C2=O)ccc1OCC(=O)O
    0	4.8	-9	15	-6	16	-0.4	1	19
#26 O=C(COC(=O)CN1C(=O)c2ccccc2C1=O)Nc1cccc(F)c1
    x	1.4	0	-3	x	x	-0.2	9	x
#27 Cc1ccc(N2C(=O)C(Cl)=C(NCc3ccccc3)C2=O)c(C)c1
    -1	4.2	-7	1	2	-4	0.2	3	4
#28 COc1ccc(N2CCN(S(=O)(=O)c3ccc(OC)c(C(=O)N4CCCCC4)c3)CC2)cc1
    0	2.1	1	-3	-3	1	0.1	10	11
#29 COc1ccc(-n2c(C)cc(C=O)c2C)cc1Cl
    2	-1.6	-8	-2	2	28	0.0	2	10
#30 COc1ccc(CCN(/C=C2\Sc3ccccc3C2=O)C(C)=O)cc1OC
    -1	-1.0	-8	-3	6	-2	-0.1	1	1
#31 CC(=O)c1cccc(NC(=O)/C(=C\c2ccco2)NC(=O)c2cccs2)c1
    5	0.7	5	-1	3	-3	0.1	6	0
#32 CC(=O)N1CCN(Cc2nc(-c3cccc(Cl)c3)no2)CC1
    -2	-0.1	-5	-1	-3	-14	-0.1	-1	-4
#33 COc1ccc(N2CCN(C(c3cccs3)C(C)NS(=O)(=O)c3ccccc3)CC2)cc1 (stereo unspecified)
    5	1.2	-2	1	-2	4	-0.1	-6	3
#34 CCNc1c(NS(=O)(=O)c2ccc(Br)s2)c(=O)oc2ccccc12
    1	1.9	3	0	3	-11	0.8	-4	0
#35 O=C(CSc1nnc(CNC(=O)C23CC4CC(CC(C4)C2)C3)n1-c1ccccc1)Nc1ccccc1
    -3	3.0	2	-8	0	-11	0.5	-4	-10
#36 O=C1CSC(=Nc2cccc(Cl)c2Cl)N1Cc1cccnc1
    -1	0.0	-6	2	-7	-5	0.0	0	-3
#37 CCOC(=O)c1sc(=S)n(CC)c1NC(=O)c1ccccc1
    2	-0.1	-4	-2	-2	1	-0.2	3	-1
#38 C=CCNC(=O)COc1coc(CN2CCN(C(=O)c3ccco3)CC2)cc1=O
    0	2.0	1	-3	-1	2	0.0	2	-5
#39 N#CCCN(C(=O)COC(=O)c1ccc2c(c1)OCCO2)c1ccccc1
    x	x	-2	x	x	5	-0.2	4	x
#40 Cc1ccc(NC(=O)CSc2nnc(NC(=O)CN3CCOCC3)s2)cc1
    -7	-7.1	-10	-2	1	3	0.2	2	-3
#41 COc1ccc(Cl)cc1C(=O)NNC(=O)c1n[nH]c2ccccc12
    x	0.2	3	-2	x	5	-0.1	8	x
#42 COCc1cc(=O)n2c(-c3ccccc3OC)n[nH]c2n1
    2	5.2	3	0	-2	3	-0.1	-3	-3
#43 CCOC(=O)c1cccc(NC(=O)C2CCCN(S(=O)(=O)c3cnc[nH]3)C2)c1 (stereo unspecified)
    0	0.6	6	-6	2	28	0.1	6	-2
#44 CC1(C)Cc2nc3sc4c(=O)n(CC(N)=O)cnc4c3cc2CO1
    6	1.1	1	-2	1	-5	0.2	4	2
#45 CC(=O)c1ccc(OCC(=O)Nc2ccc3nc(C)sc3c2)cc1
    -2	2.6	-1	3	2	-10	0.1	12	4

Reprinted from the part before: 2 entries; new compounds follow.
Sequence of screens: CTSL1 counter	PP5 inh	proCasp3 act	PP1 counter	TPT1 inh	GASC-1 inh	Efflux pump inh	procasp7 counter	core dimer inh
#44 CC1(C)Cc2nc3sc4c(=O)n(CC(N)=O)cnc4c3cc2CO1
    6	1.1	1	-2	1	-5	0.2	4	2
#45 CC(=O)c1ccc(OCC(=O)Nc2ccc3nc(C)sc3c2)cc1
    -2	2.6	-1	3	2	-10	0.1	12	4
#46 O=c1[nH]c(SCc2ccccc2)nc2[nH]ncc12
    0	-0.5	-4	2	-4	-16	0.0	1	-8
#47 CCCCc1cc(=O)oc2cc(OC(C)C(=O)NCCN3CCOCC3)c(Cl)cc12 (stereo unspecified)
    -2	-4.5	0	-9	3	23	0.0	-2	-4
#48 O=C(O)CC(C(=O)Nc1ccc(Cl)cc1)N1CCCCCC1 (stereo unspecified)
    -2	1.2	-1	-6	3	0	0.1	-2	9
#49 Oc1ccccc1OCCOc1ccccc1OCCOc1ccccc1O
    8	2.5	5	0	-4	-12	0.0	1	-3
#50 O=C(O)Cc1csc(Nc2cccc(Cl)c2)n1
    -10	6.8	1	-4	1	18	-0.3	6	0
#51 CC1=NN(C(C)C)C(=O)C1
    2	-1.5	0	0	3	-10	0.0	-16	-3
#52 Cc1cccc(NC(NC(=O)c2cccnc2)C(Cl)(Cl)Cl)c1 (stereo unspecified)
    -2	2.9	3	0	-2	1	0.1	-1	11
#53 COc1ccc(N(C)C(=O)c2ccc3nc(-c4ccccc4)c(-c4ccccc4)nc3c2)cc1
    0	3.5	9	4	-4	5	0.2	13	22
#54 COc1cccc(CSc2nc(N)cc(N)n2)c1
    4	0.9	4	-5	0	-6	0.1	-9	-5
#55 O=C(c1nc2ccccc2[nH]1)c1ccccc1[N+](=O)[O-]
    6	2.2	-5	0	0	-21	0.0	5	-1
#56 NC(=O)CC(NC(=O)Cc1cccc2ccccc12)c1ccc(NCCc2cccc(F)c2)c([N+](=O)[O-])c1 (stereo unspecified)
    3	0.9	8	11	14	-3	0.0	0	9
#57 O=C1C2CC=CCC2C(=O)N1c1ccc(NCCc2ccccc2F)c([N+](=O)[O-])c1 (stereo unspecified)
    2	-0.8	0	-1	3	6	0.1	6	11
#58 Cc1occc1C(=O)N1CCCC(N2CCN(c3cccc(C(F)(F)F)c3)CC2)C1 (stereo unspecified)
    2	4.5	9	1	0	-4	-0.1	2	0
#59 COc1cccc(/C=N/NC(=S)NCCc2ccccc2)c1
    2	3.6	-2	2	3	-3	-0.1	-8	4
#60 CCOc1ccc2nc(Cl)c(C3CC(c4ccco4)=NN3S(C)(=O)=O)cc2c1 (stereo unspecified)
    3	1.6	5	-2	3	8	-0.1	-1	7
#61 Cc1ccc(SCC(=O)OCC(=O)N(C)C2CCS(=O)(=O)C2)cc1C (stereo unspecified)
    x	-0.8	4	-3	x	7	-0.2	5	x
#62 O=[N+]([O-])c1cccc(-c2cn3nc(-c4ccccc4)c(-c4ccccc4)nc3n2)c1
    -1	-0.7	2	-1	2	-1	-0.1	7	-1
#63 Cc1ccsc1CN(C)CC(=O)Nc1ccccc1C(=O)NC1CC1
    x	x	8	x	x	7	-0.1	-5	x
#64 CCCC1=C(C(=O)OCC)C(c2sccc2C)n2ncnc2N1 (stereo unspecified)
    -3	0.2	-4	-1	-2	4	-0.1	3	1
#65 CCOC(=O)c1ccc(N2CCN(c3ccc(F)cc3)CC2)c(NC(=O)Nc2cccc(OC)c2)c1
    5	3.0	-5	4	-3	-4	0.0	6	20
#66 C=CCNC(=O)c1ccc2c(c1)S(=O)(=O)c1ccccc1C2=O
    3	-0.9	3	1	2	-11	-0.1	15	-14
#67 CN1c2ccccc2C(C)(C)C12C=Nc1c(ccc3ccccc13)O2 (stereo unspecified)
    21*	4.3	-1	5	-2	0	0.1	-13	-16
#68 COc1ccc(-c2nc(C#N)c(N3CCN(c4ccccc4)CC3)o2)cc1
    -1	3.2	4	6	-1	8	-0.1	5	20

Screening results (PubChem)
